CHT PAM – human CHT allosteric activation. CHT-expressing cells, membrane potential dye, choline EC20; hits give high values; LV-AA mutant CHT in HEK293 cells. B-score at 10 µM. 310,000 tested, 0.49% active;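 active means initial fluorescence not abnormally high and integrated response B-score, plate-corrected, over 3 SD above library mean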
Target sequence (Q9GZV3 whole entry, looked up): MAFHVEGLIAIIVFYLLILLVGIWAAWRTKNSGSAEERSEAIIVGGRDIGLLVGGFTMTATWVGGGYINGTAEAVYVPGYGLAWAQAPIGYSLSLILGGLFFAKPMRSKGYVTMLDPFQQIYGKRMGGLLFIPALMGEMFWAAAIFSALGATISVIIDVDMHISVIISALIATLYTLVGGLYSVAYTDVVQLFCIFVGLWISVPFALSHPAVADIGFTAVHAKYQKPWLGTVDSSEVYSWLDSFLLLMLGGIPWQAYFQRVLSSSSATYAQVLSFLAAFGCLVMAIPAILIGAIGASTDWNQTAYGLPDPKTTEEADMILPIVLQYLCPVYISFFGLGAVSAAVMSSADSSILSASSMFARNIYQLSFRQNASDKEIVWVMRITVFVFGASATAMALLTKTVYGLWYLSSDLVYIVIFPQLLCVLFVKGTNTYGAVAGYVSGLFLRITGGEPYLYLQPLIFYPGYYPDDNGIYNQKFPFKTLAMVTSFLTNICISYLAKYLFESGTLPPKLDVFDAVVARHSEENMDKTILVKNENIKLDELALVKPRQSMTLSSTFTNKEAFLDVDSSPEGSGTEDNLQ
OX1R antag – blocks the human orexin 1 receptor; O43613; CHO/OX1R cells, Fluo-8 calcium fluorescence, orexin A; inhibition, % at 5 µM; 330,000 tested, 0.43% active; AID 434989;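 active means inhibition above its plate's threshold, mean inhibition of all tested compounds on the plate plus 3 SD, cut at about 37% in these data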;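 further: 0% = orexin A challenge wells and 100% = SB-334867-A antagonist wells; not every result past the cut was called active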
Target sequence (O43613 whole entry, looked up): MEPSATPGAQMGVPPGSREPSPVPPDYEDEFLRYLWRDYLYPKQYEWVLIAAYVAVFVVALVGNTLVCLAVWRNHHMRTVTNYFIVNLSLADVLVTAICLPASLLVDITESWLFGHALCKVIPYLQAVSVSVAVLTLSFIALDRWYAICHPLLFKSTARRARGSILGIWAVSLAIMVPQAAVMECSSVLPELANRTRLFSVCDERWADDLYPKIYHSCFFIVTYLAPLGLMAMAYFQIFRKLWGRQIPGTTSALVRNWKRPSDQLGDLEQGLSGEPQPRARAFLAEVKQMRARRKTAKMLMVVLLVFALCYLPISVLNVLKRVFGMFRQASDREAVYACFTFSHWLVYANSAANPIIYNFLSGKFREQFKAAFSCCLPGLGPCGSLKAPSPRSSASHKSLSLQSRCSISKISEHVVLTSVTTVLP
An asterisk follows results filed as active; i = inactive; / = not tested or not shown.

Each structure is followed by: CHT PAM | OX1R antag
- Clc1ccc(C2[C@H]3CN(Cc4ccc(-c5ccccc5)cc4)[C@H](c4ccccc4)C34CC2(c2ccccc2)C4)cn1 (stereo not given in full)
 : i | -31
- Cc1ccc2c(c1)C1CN(C)CCC1N2C(=O)COc1ccc(N(C)C(=O)c2ccccc2)cc1 (stereo not given)
 : i | -30
- COc1ccccc1C(=O)NCCSCc1ccccc1Cl
 : i | -13
- CCN(CC)S(=O)(=O)c1ccc(N2CCOCC2)c(NC(=O)c2cc(=O)[nH]c3ccccc23)c1
 : i | -19
- O=C(CCC(=O)n1ncc2ccccc21)NCc1ccc(F)cc1
 : i | -10
- Cc1cc(=O)oc2cc(OCc3ccc(S(=O)(=O)N4CCOCC4)cc3)ccc12
 : i | -13
- Brc1ccccc1OCCCCCN1CCCC1
 : i | -23
- O=C1C2C3C=CC(C3)C2C(=O)N1CN(Cc1ccccc1)CN1C(=O)C2C3C=CC(C3)C2C1=O (stereo not given)
 : i | -15
- CCOC(=O)N1CCN(C(=O)CSc2nnc(CNC(=O)c3c(F)cccc3Cl)o2)CC1
 : i | 4
- COc1cccc(CN2CCC(C(=O)N3CCN(c4ccccc4F)CC3)CC2)c1
 : i | -40

Four entries from above, arranged by their value in OX1R antag, low to high:
| SMILES | OX1R antag |
| --- | --- |
| COc1cccc(CN2CCC(C(=O)N3CCN(c4ccccc4F)CC3)CC2)c1 | -40 |
| Clc1ccc(C2[C@H]3CN(Cc4ccc(-c5ccccc5)cc4)[C@H](c4ccccc4)C34CC2(c2ccccc2)C4)cn1 (stereo not given in full) | -31 |
| O=C1C2C3C=CC(C3)C2C(=O)N1CN(Cc1ccccc1)CN1C(=O)C2C3C=CC(C3)C2C1=O (stereo not given) | -15 |
| Cc1cc(=O)oc2cc(OCc3ccc(S(=O)(=O)N4CCOCC4)cc3)ccc12 | -13 |

New compounds follow.
Each structure is followed by: CHT PAM | OX1R antag
- O=C(NNC(=O)c1ccc2nc[nH]c2c1)c1ccccc1
 : / | -11
- Cc1cc2c(cc(C(=O)OC(C(=O)NC3CCCCC3)C(C)C)n2C)o1 (stereo not given)
 : / | 37
- O=C(CSc1nnc(-c2cccs2)n1CC1CCCO1)c1cc2ccccc2o1 (stereo not given)
 : i | -15
- CCOC(=O)c1nc(C)n(-c2cc(OC)c(Cl)cc2Cl)n1
 : i | -21
- O=C(c1ccc(-n2cnnn2)cc1)N1CCOCC1
 : i | 7
- CCCCn1c(=O)[nH]c(=O)c2c1nc(-c1ccc(-c3ccccc3Br)o1)n2CCOC
 : i | -25
- Cc1cc2cc(CNC(=O)CCC(=O)O)ccc2[nH]1
 : i | -6
- CCOC(=O)c1ccc(NC(=O)Cn2nnc3ccccc32)cc1
 : i | -2
- COc1ccc(CN(C(=O)CSc2nnc(-c3ccccc3C)o2)c2ccc(F)cc2)cc1
 : i | -16
- COc1ccccc1CNC(=O)C1CCCN(S(=O)(=O)c2cccc3nsnc23)C1 (stereo not given)
 : i | -16

In another format: results already given.
> O=C1C2C3C=CC(C3)C2C(=O)N1CN(Cc1ccccc1)CN1C(=O)C2C3C=CC(C3)C2C1=O (stereo not given)
  CHT PAM = i | OX1R antag = -15

> Cc1cc2cc(CNC(=O)CCC(=O)O)ccc2[nH]1
  CHT PAM = i | OX1R antag = -6

> O=C(CSc1nnc(-c2cccs2)n1CC1CCCO1)c1cc2ccccc2o1 (stereo not given)
  CHT PAM = i | OX1R antag = -15

Carrying on:
Each structure is followed by: CHT PAM | OX1R antag
- [O-]/[N+](=C\C=C\c1ccccc1)c1ccccc1
 : i | -1
- Cc1ccc(C(=O)O/N=C(\N)Cc2cccc3ccccc23)cc1
 : i | -21
- Cc1ccccc1NC(=O)CN1C(=O)NC2(CCc3ccccc32)C1=O (stereo not given)
 : / | -23
- Cc1nnc(NC(=O)c2cccc(Br)c2)s1
 : i | 13
- C=CCNC(=O)c1ccc(NC(=O)CC2SC(N3CCCC3)=NC2=O)cc1 (stereo not given)
 : i | 0
- N[C@@H](C(=O)N[C@@H]1C(=O)N2C(C(=O)O)=C(Cl)CS[C@H]12)c1ccccc1
 : i | -14
- Cc1cc(C(=O)CSc2n[nH]c(-c3ccccc3F)n2)c(C)n1Cc1cccs1
 : i | -4
- CCCN1Cc2cccc(C(=O)NCc3ccc(C)cc3)c2C1=O
 : i | -25
- COc1nc(NCCO)nc(Nc2cc(Cl)ccc2OC)n1
 : i | -10
- CC/C(=N\NC(=S)Nc1cccc(C)c1)c1ccccc1
 : i | -1
- Cc1sc2ncnc(NCC(C)(C)N3CCOCC3)c2c1C
 : i | 31
- CCn1c(SCC(=O)OC)nc2cc(S(=O)(=O)N3CCOCC3)ccc21
 : i | -11
- COC(=O)c1sccc1NC(=O)Cn1nnc(-c2ccccc2C)n1
 : i | 7
- COc1ccc2c(c1)[C@H]1[C@H](CO2)[C@H](c2ccccc2)[C@]2(C)C(=O)N[C@H](C)C(=O)N12
 : / | -12
- CCN(CC)CCCN=C1N[C@@H](c2cccc(F)c2)C(C(=O)OC)=C(C)N1Cc1ccccc1
 : / | 6
- Cc1ccc(SCC(=O)OCC(=O)NC2CCCCCCC2)cc1
 : i | 2
- CC(=O)N(Cc1cc(=O)[nH]c2ccccc12)c1cccc(C)c1
 : i | 10
- CC(=O)Nc1ccc(N2CCOCC2)c(Cl)c1
 : i | 0
- O=C1CCCN1CCC1CCN(C(=S)Nc2ccc(F)cc2)CC1
 : i | -8
- CCOC(=O)NC(=O)CN1C(=O)NC(C)(c2ccccc2)C1=O (stereo not given)
 : i | -2
- Cc1cccc(NC(=S)NC(=O)c2oc3ccccc3c2C)n1
 : i | -7
- COc1ccc(Oc2coc3c(CN(C)C)c(O)ccc3c2=O)cc1
 : i | -14
- O=C(COC(=O)C1CCN(c2ccc(C(F)(F)F)cn2)CC1)NCc1ccc(F)cc1
 : i | -30
- Cc1ccc(S(=O)(=O)CCC(=O)OCC(=O)NCc2ccccc2)cc1
 : i | -21
- O=[N+]([O-])c1ccc(N2CCN(S(=O)(=O)c3ccc(Cl)c(Cl)c3)CC2)cc1NCCN1CCOCC1
 : i | -4
- O=C(/C=C/c1ccc(F)cc1)OCC(=O)c1ccc[nH]1
 : / | 2
- O=C(N/N=C/c1ccc(Br)cc1)c1ccccc1-n1cccc1
 : i | -26
- CC(=O)N1CCc2cc(S(=O)(=O)CCC(=O)Nc3cccc(F)c3)ccc21
 : i | -3
- Cc1ccc(C(=O)Nc2ncnc3sc4c(c23)CCCCC4)cc1
 : i | -33
- CC(=O)N1CC(C(=O)Nc2ccc3c(c2)OCO3)Oc2ccccc21 (stereo not given)
 : / | -5
- CC(C)(C)c1ccccc1OCCOCCSc1ncccn1
 : i | -8
- Cc1cccc(N2CCCn3c2nc2c3c(=O)n(CCN3CCOCC3)c(=O)n2C)c1
 : i | -17
- O=C1Nc2ccccc2C(=O)C1(Cl)Cc1ccccc1 (stereo not given)
 : i | 10
- O=C(Nc1cccc(Cl)c1)ON=C1c2ccccc2-c2ccccc21
 : i | 18
- Cc1ccc(C)c(OCc2nnc(N)s2)c1
 : i | -16
- COc1ccc(CN(C)C(=O)C2CSC3(C)CCC(=O)N23)cc1OC (stereo not given)
 : / | 10
- Cc1cc(C(=O)OCC(=O)Nc2cc(C)on2)c2ccccc2n1
 : i | -11
- O=C(NCc1ccc2c(c1)OCO2)C1CCCN1C(=O)Nc1cccc(Cl)c1 (stereo not given)
 : i | -29
- CCN(Cc1ccccc1)C(=O)CCNS(=O)(=O)c1cc(Br)cnc1N
 : i | -12
- Cc1ccc(CCSc2ccc(C(C)C)cc2)cn1
 : i | -18
- COc1ccc(N2C(=O)CC(N3CCN(c4cccc(Cl)c4)CC3)C2=O)cc1 (stereo not given)
 : i | -7
- OCCCNC(=S)NC1CCCC1
 : i | -15
- COC(C[C@@H](O)C[C@@H](O)[C@@H](C)OCc1ccccc1)OC
 : i | -8
- COc1ccccc1NC(=O)c1nn(C)c(C(=O)Nc2ccccc2OC)c1[N+](=O)[O-]
 : i | -17
- CC(C)CNS(=O)(=O)c1ccc(S(=O)(=O)N2CCCN(Cc3ccccc3)C2)cc1
 : i | -24
- CC1(C)CC(=O)C2=C(C1)Nc1ccccc1NC2c1cccc(F)c1 (stereo not given)
 : i | /
- CCCC(=O)Nc1c2c(nn1-c1ccc(OC)cc1)CS(=O)C2 (stereo not given)
 : i | -7
- COc1cccc(OCC(=O)NC2CCCCC2)c1
 : i | -11
- CC(OC(=O)c1ccccn1)C(=O)Nc1ccc2c(c1)OCCO2 (stereo not given)
 : / | -8
- O=C(c1cccs1)N1CC=C(c2ccccc2)CC1
 : / | -4

Next structures
Each structure is followed by: CHT PAM | OX1R antag
- C=CCOc1ccccc1CN1CCC(Oc2ccc(C(=O)N3CCCCC3)cc2)CC1
 : i | -24
- O=C(Nc1cnc2ccccn2c1=O)c1ccc(Cl)cc1Cl
 : i | -6
- CCC(C)C(NC(=O)OCc1ccccc1)C(=O)NC(Cc1ccc(O)cc1)C(=O)OC (stereo not given)
 : i | -12
- C#CCN1C(=O)S/C(=C\c2ccc(-c3ccc(C(=O)O)cc3C)o2)C1=O
 : i | -17
- COc1ccccc1NS(=O)(=O)c1cc(NC(=O)C2CCCC2)ccc1N1CCOCC1
 : i | -2
- O=C(NCn1ccc(=O)[nH]c1=S)c1ccccc1
 : i | 0
- CCNc1nc(NC(C)C)nc(OCCNS(=O)(=O)c2cc(C)ccc2C)n1
 : i | -11
- Cc1nc(C)n(CCNC(=O)c2ccco2)n1
 : i | /
- COc1cnc(N(C)C)nc1Sc1ccc(Cl)cc1
 : i | -25
- COC(=O)C1CCN(S(=O)(=O)c2cn(C)c(=O)n(C)c2=O)CC1
 : i | -11
- S=C(NCCOCCOCCNC(=S)Nc1ccccc1)Nc1ccccc1
 : i | -5
- COCCN1C(=O)C(O)=C(C(=O)c2ccco2)C1c1cccc(Oc2ccccc2)c1 (stereo not given)
 : i | -9
- CCOC(=O)c1ncccc1NC(=O)CC(=O)Nc1cccnc1C(=O)OCC
 : i | 1
- CCCCC(CC)C(=O)Nc1ccc(C#N)cc1 (stereo not given)
 : i | -15
- COCc1nnc(NC(=O)CCc2ccc(OC)cc2)s1
 : i | 1
- O=C(Nc1ccnn1C1CCN(C2CCCC2)CC1)c1ccccc1
 : i | -18
- Cc1ccc(-c2cc(C(=O)N3CC(C)CC(C)C3)c3ccccc3n2)o1 (stereo not given)
 : i | -33
- COc1ccc(OCc2n[nH]c(=S)n2-c2ccc(C)cc2)cc1
 : i | -3
- CCOC(=O)CCc1n[nH]c(=O)[nH]c1=O
 : i | -8
- CC[C@@]1(C(=O)OC)N[C@H](CN(C)C(=O)Nc2ccc(C(F)(F)F)cc2)[C@@H]2C(=O)N(Cc3ccccc3)C(=O)[C@@H]21
 : / | -42
- O=C(Cn1c2ccccc2c2nc3n(c(=O)c21)CCS3)Nc1ccccc1C(F)(F)F
 : i | -24
- CN(C)S(=O)(=O)c1ccc2c(c1)Cc1cc(S(=O)(=O)N(C)C)ccc1-2
 : i | -2
- CCN(CC)CCCNC(=S)N1CCn2c(nc3ccccc32)C1
 : i | -2
- COc1ccc(C(=O)C[n+]2ccccc2C)cc1
 : i | 7
- Nc1nc(N)c2nc(-c3ccccc3)c(N)nc2n1
 : i | -19
- CC1CCCCC12NC(=O)N(CC(=O)Nc1cccnc1Cl)C2=O (stereo not given)
 : i | /
- Clc1cccc(CNCCNCc2cccc(Cl)c2)c1
 : i | -5
- O=C(O)c1ccccc1C(=O)N(Cc1ccccc1)Cc1ccccc1
 : i | -8
- Cc1nn(CC(=O)NCC2CCCO2)c(C)c1[N+](=O)[O-] (stereo not given)
 : i | -11
- O=C(Nc1ccccc1N1CCOCC1)c1cc(Cl)c2c(c1)OCO2
 : / | -27
- CO/N=C(\Cn1ncc(N2CCCC2)c(Cl)c1=O)c1ccc(Cl)cc1
 : i | -21
- Cc1ccc(CNC(=O)C2CCC(=O)N(CCc3ccc(Cl)cc3)C2)s1 (stereo not given)
 : i | -12
- Cc1ccc(S(=O)(=O)N[C@H](C(=O)N2CCC(C(=O)N[C@H](C(=O)O)c3ccccc3)CC2)C(C)C)cc1
 : i | -6
- COc1cc(NC(=O)CC(C)n2ccnc2)cc(OC)c1 (stereo not given)
 : i | 6
- Cc1sc(NC(=O)CN2CCN(c3ccccn3)CC2)c(C#N)c1C
 : i | -14
- CCN1CCN(C(=S)Nc2ccc3nc(N4CCN(C)CC4)cc(C)c3c2)CC1
 : 6.9* | -15
- NC(=O)c1oc2ccccc2c1NC(=O)C1CC(=O)N(c2ccccc2)C1 (stereo not given)
 : i | -19
- COc1cccc(CNc2ncnc3cc(OC)c(OC)cc23)c1
 : i | -19
- CC(C)(C)S(=O)(=O)/C(C#N)=N/Nc1ccc(C#N)cc1
 : i | -17
- Cc1ccc(-c2nn(CCC(=O)NC(C)C)c(=O)c3ccccc23)cc1
 : i | -8
- CCOC(=O)c1c(CN2CCOCC2)n(-c2ccccc2)c2cc(Br)c(OC)cc12
 : i | -32
- Cc1c(C(=O)NC(=S)Nc2ccc(NC(=O)c3cccs3)cc2)oc2ccccc12
 : i | -34
- Cc1ccc2cc(COC(=O)c3cccc([N+](=O)[O-])c3)c(=O)[nH]c2c1
 : i | -30
- CC(C)NC(=O)N1CCN(c2ccncc2S(=O)(=O)N2CCCCC2)CC1
 : i | -13
- Cc1cc(C)n(-c2ccc3nnc(C)n3n2)n1
 : i | -11
- CCCCCCCCCC[n+]1cccc(C(=O)N(CC)CC)c1
 : i | -17
- CCOC(=O)C1CCN(c2c(NCc3ccc(C(=O)NCCOC)cc3)c(=O)c2=O)CC1
 : i | -17
- N#CC(Sc1ccccn1)c1ccc(Cl)cc1 (stereo not given)
 : i | -31
- COC(=O)[C@@H]1[C@H](CCc2ccccc2)NC(=O)N(Cc2ccccc2)[C@@H]1C
 : i | -29
- Cc1ccn2c(CNC(C)c3cn(C)nc3C)c(C(=O)N3CCCCCC3)nc2c1 (stereo not given)
 : i | -11
- Cc1cc(NC(=O)c2ccc(Br)c([N+](=O)[O-])c2)no1
 : i | 6
- O=C(Cn1c(=O)oc2ccccc21)NCC1COc2ccccc2O1 (stereo not given)
 : i | -4
- CCCCOc1ccc(C(=O)NCC(=O)NCC(c2ccc(OC)cc2)N2CCCC2)cc1 (stereo not given)
 : i | -36

Screening results deposited in PubChem by several laboratories.

Random draw from the library. About 0.83% of those tested had a hit in this group.
